# Source: PubChem BioAssay
# RMI FANCM FP: disruptors of RMI1/RMI2 association with MM2 peptide – biochemical, fluorescence polarization, human, primary screen; RMI core complex (RMI1/RMI2) binding to FANCM MM2 peptide, human; RMI core complex with F-MM2 peptide; stronger effect = lower value; FP signal (polarization) at 33 µM; 70,000 tested, 0.58% active; in the data active = FP signal below about 40; also: inactives centre near 61; strong numbers were not always called active; unit not given here
# Active calls of the source: *. Not all compounds are listed; count on the stated rates, not on these rows.
compound	RMI FANCM FP
O=C(NCCn1ncc2c(=O)n(Cc3cccc(C(F)(F)F)c3)cnc21)c1ccc(Br)o1	66
CCOc1ccc(NC(=O)CSc2nnc(CCC(=O)O)c(=O)[nH]2)cc1	54
Cn1c(=NC(=O)CN2C(=O)c3ccccc3C2=O)sc2cc3c(cc21)OCCO3	77
N#Cc1ccc(CNC(=O)Nc2ccc(OCc3ccccc3)cc2)cc1	56
COc1ccc(-c2csc(NC(=O)/C=C/c3cccs3)n2)cc1OC	49
C=CCn1c(SCC(=O)Nc2ccc(S(N)(=O)=O)cc2)nnc1-c1cccs1	52
Cc1ccc2c(c1)C(=O)C(=O)N2CCOc1ccc(C(C)(C)C)cc1	58
CN(C)c1ccc(C(CNC(=O)C(C)(C)C)N2CCc3ccccc3C2)cc1 (stereo unspecified)	58
Cc1cccc(-c2noc(CS(=O)(=O)c3cc(C)c(C)cc3C)n2)c1	117
O=C(NCc1ccccn1)C1(c2cccs2)CCCC1	58
O=C(c1ccc([N+](=O)[O-])cc1)N1CCN(c2nc3ccccc3s2)CC1	70
Cc1sc2nc[nH]c(=S)c2c1-c1ccc(Cl)cc1	57
CCn1ccc(C(=O)N(CCN2CCOCC2)c2nc3c(C)ccc(Cl)c3s2)n1	63
O=C(c1cccs1)N1CCCN(S(=O)(=O)c2cccc(Cl)c2Cl)CC1	53
COCCn1ccc2c(OCC(=O)Nc3cccc([N+](=O)[O-])c3)cccc2c1=O	87
O=C(NCC(c1cccnc1)N1CCOCC1)c1ccccc1 (stereo unspecified)	61
COc1ccc(N2C(=O)C3C4C=CC(O4)C3C2=O)cc1 (stereo unspecified)	56
Cc1ccc([N+](=O)[O-])cc1S(=O)(=O)Nc1ccc(-c2ccc(=O)n(C)n2)cc1	52
O=C(O)c1ccc(S(=O)(=O)NCc2cccnc2)cc1	60
O=C(N/C=C/c1cccs1)NCc1ccc(C(F)(F)F)cc1	62
CC(NC(=O)c1ccc([N+](=O)[O-])cc1)C(c1cccs1)N1CCN(Cc2ccccc2)CC1 (stereo unspecified)	60
O=C(Nc1ccc2c(c1)C(=O)NCCO2)c1ccccc1Br	64
Cc1ccnc(NS(=O)(=O)c2ccc(NC(=O)/C=C/c3ccc([N+](=O)[O-])cc3)cc2)n1	59
COc1ccccc1Nc1ncc([N+](=O)[O-])cc1[N+](=O)[O-]	54
Cc1ccc(S(=O)(=O)Nc2ccc(-c3ccc(NS(=O)(=O)c4ccc(C)cc4)cc3)cc2)cc1	71
COc1ccc(CCC(=O)NCCn2ncc3c(N4CCN(c5ccccc5)CC4)ncnc32)cc1	63
O=C(CSc1ccc2nnc(CCNC(=O)c3ccccc3)n2n1)OCc1ccccc1	55
O=C(O)c1ccc(CSc2nc(-c3cccc(Br)c3)cs2)o1	69
COc1cccc(C2=NN(C(=O)c3ccco3)C(c3cccc([N+](=O)[O-])c3)C2)c1 (stereo unspecified)	62
COc1ccc(Oc2ccc(C(F)(F)F)cc2NS(=O)(=O)c2cccc3nonc23)cc1	58
O=C(c1ccco1)N1CCc2ccc(NS(=O)(=O)c3cccc(Cl)c3)cc21	71
O=C(NCCCCN1CCOC(c2ccccc2)C1)C(=O)Nc1ccon1 (stereo unspecified)	77

# Random excerpt: three compounds from above
compound	RMI FANCM FP
O=C(CSc1ccc2nnc(CCNC(=O)c3ccccc3)n2n1)OCc1ccccc1	55
O=C(NCCCCN1CCOC(c2ccccc2)C1)C(=O)Nc1ccon1 (stereo unspecified)	77
O=C(O)c1ccc(CSc2nc(-c3cccc(Br)c3)cs2)o1	69

# Following part:
compound	RMI FANCM FP
COc1cc(C(c2oc(CO)cc(=O)c2O)c2oc(CO)cc(=O)c2O)cc(OC)c1OC	57
CC1(C)CC(=O)c2c(nc(SCC(=O)Nc3nc(-c4ccccc4)ns3)c(C#N)c2-c2ccccc2)C1	68
O=C(CN1C(=O)/C(=C\c2ccc(OCc3ccccc3)cc2)N=C1c1ccccc1)c1cccs1	87
CSc1cccc2sc(NC(=O)c3ccc(Br)s3)nc12	135
O=C(Nc1ccccc1Cl)c1ccc(=O)n(Cc2cccc(F)c2)n1	61
CC(C)CNC(=O)C(=O)NCC(c1cccn1C)N1CCc2ccccc2C1 (stereo unspecified)	64
CN1CCc2cc(C(CNC(=O)C(=O)NC3CCCC3)N(C)C)ccc21 (stereo unspecified)	67
CCOC(=O)C1CCN(c2ccccc2CN2CCN(Cc3ccccc3)CC2)CC1	63

# Exported with the structure last: entries from further up.
RMI FANCM FP	molecule
135	CSc1cccc2sc(NC(=O)c3ccc(Br)s3)nc12
87	O=C(CN1C(=O)/C(=C\c2ccc(OCc3ccccc3)cc2)N=C1c1ccccc1)c1cccs1
67	CN1CCc2cc(C(CNC(=O)C(=O)NC3CCCC3)N(C)C)ccc21 (stereo unspecified)
68	CC1(C)CC(=O)c2c(nc(SCC(=O)Nc3nc(-c4ccccc4)ns3)c(C#N)c2-c2ccccc2)C1
63	CCOC(=O)C1CCN(c2ccccc2CN2CCN(Cc3ccccc3)CC2)CC1

# (further entries)
compound	RMI FANCM FP
O=C(NNC(=O)c1cccs1)c1ccc(=O)n(Cc2ccc(Cl)cc2)c1	61
COc1ccc(CCNC(=O)CSc2ncnc3c2nnn3Cc2ccccc2F)cc1OC	62
CC(=O)Nc1ccc(SCC(=O)N2CCc3ccccc32)nn1	70
CC(C)N1CCC(CNS(=O)(=O)c2ccc(F)c(Cl)c2)CC1	69
CC1CCCCN1C(=O)CSc1nc2sc3c(c2c(=O)n1-c1ccccc1)CCCC3 (stereo unspecified)	83
O=C(CCS(=O)(=O)c1ccccc1)N(CCn1cccn1)c1nc2ccccc2s1	101
CCOC(=O)C(CC)n1c(Br)nc2c1c(=O)[nH]c(=O)n2C (stereo unspecified)	54
Cc1oc(-c2cccc(Cl)c2)nc1Cn1c(=O)n(CC2CCCO2)c(=O)c2ccccc21 (stereo unspecified)	58

# The last 3 entries of the part before are carried over, then new ones follow.
compound	RMI FANCM FP
O=C(CCS(=O)(=O)c1ccccc1)N(CCn1cccn1)c1nc2ccccc2s1	101
CCOC(=O)C(CC)n1c(Br)nc2c1c(=O)[nH]c(=O)n2C (stereo unspecified)	54
Cc1oc(-c2cccc(Cl)c2)nc1Cn1c(=O)n(CC2CCCO2)c(=O)c2ccccc21 (stereo unspecified)	58
CC(C)(C)C(=O)NCC(=O)N1CCOC(c2ccccc2)C1 (stereo unspecified)	70
O=C(CSc1nnc2ccccn12)Nc1ccc(-c2nc3ccccc3s2)cc1	81
CC1Cc2nc(SCC(=O)NCC3CCCO3)n(C)c(=O)c2S1 (stereo unspecified)	56
Cc1ccc(NC(=O)c2ccc3nnc(SCC(=O)Nc4cccc(F)c4)n3c2)cc1	66
O=C(c1ccc(-c2cccs2)s1)N1CCN(C2c3ccccc3-c3ccccc32)CC1	71
Cc1nnsc1C(=O)ON=C(c1cccs1)c1cccs1	51
Cc1nc(SCC(=O)Nc2ccc(C(C)(C)C)cc2)c2c3c(sc2n1)CCC3	74
CCOc1ccc(NC(=O)C(C)Cn2nc(C)cc2C)cc1 (stereo unspecified)	62
Cc1cc([N+](=O)[O-])ccc1NC(=O)C1COc2ccccc2O1 (stereo unspecified)	62
O=C(CSCc1cccc2ccccc12)NNC(=O)c1ccccc1Cl	65
CCn1ccc(C(=O)NCc2ccccc2)n1	64
O=C(CSc1cn(CCNC(=O)c2ccc3ccccc3c2)c2ccccc12)Nc1ccc2c(c1)OCO2	52
CCOc1c(Nc2ccc(C(C)C)cc2)c(=O)c1=O	54
O=C1CC(c2ccccc2)S(=O)(=O)c2ccccc2N1Cc1ccccc1 (stereo unspecified)	59
Cc1ccc(CCC(=O)Nc2ccc(Cl)c([N+](=O)[O-])c2)o1	53
O=C(Nc1ccc(-c2ccc(N3CCCCC3)nn2)cc1)Nc1cccs1	68
CN(C)c1ccc(CCNC(=O)C(=O)Nc2cc(Cl)ccc2C#N)cc1	76
CC(C)n1c(=O)c2ccccc2n(Cc2nc(-c3ccc(Br)cc3)no2)c1=O	118
O=C1/C(=C\c2ccco2)SC(=S)N1CCS(=O)(=O)O	65
CCC(CO)NCC(O)COc1ccc(Br)cc1 (stereo unspecified)	67
NC1=NC2(CS1)CSC(N)=N2	53
Cc1noc(C)c1S(=O)(=O)N1CCN(C(=O)C2CCCO2)CC1 (stereo unspecified)	59
COc1cccc(NC(=O)CSc2nc(CC(=O)NCc3ccco3)cs2)c1	55
O=C(N1CCN(C(c2ccccc2)c2ccccc2)CC1)C1(c2cccs2)CCOCC1	57
OC(CNCc1cc2ccccc2s1)C(F)(F)F (stereo unspecified)	62
Cc1ccc(S(=O)(=O)n2ccnc2)cc1	59
Nc1c(S(=O)(=O)c2ccc(F)cc2)c2nc3ccccc3nc2n1Cc1cccs1	96
CN(C)C(CNC(=O)c1ccc2ccccc2c1)c1ccccc1 (stereo unspecified)	52
CCOc1ccc(S(=O)(=O)N2CCOC(c3ccccc3)C2)cc1C (stereo unspecified)	77
COc1ccc(CCN2C(=O)c3ccccc3NC2c2ccc(N(C)C)cc2)cc1OC (stereo unspecified)	53
Cc1ccc(-c2cc(COC(=O)COc3ccccc3C)no2)cc1	56
O=C(Nc1cc(F)ccc1F)c1csc2nc(-c3ccc(F)cc3)cn12	88
CN(C)S(=O)(=O)c1ccc(C(=O)Nc2nc(-c3cc4ccccc4o3)cs2)cc1	76
COc1ccccc1-c1nnc(NC(=O)c2ccn(C)n2)o1	69
CN(C1CCCCC1)S(=O)(=O)c1ccc(C(=O)Nc2nnc(C3CC3)o2)cc1	59
Nc1nc(SCCO)[nH]c(=O)c1NC(=O)c1ccc(C(F)(F)F)cc1	57
O=C(C1=C(O)C(=O)N(c2ccccn2)C1c1cccc(Cl)c1)c1ccco1 (stereo unspecified)	64
COc1ccc(NC(=O)C(C(=O)Nc2ccc(OC)cc2)C23CC4CC(CC(C4)C2)C3)cc1	57
Cc1csc(NC(=O)CSc2ccc3nnc(-c4cccc(F)c4)n3n2)n1	57
O=C1COc2cc(Cl)ccc2N1Cc1nc(-c2cccnc2)no1	62
COc1ccc(NC(=O)OCc2ccccc2)cc1N1CCCCC1=O	63
COc1ccc(C(=O)N2CCc3cc(S(=O)(=O)N4CCOCC4)ccc32)cc1	61
CC(=O)Nc1cc2ccccc2oc1=O	57
CCc1cccc(NC(=O)Cn2c(=O)n(CC(=O)NCCc3ccccc3)c(=O)c3ccccc32)c1	109
C=C1CC[C@H](O)C/C1=C/C=C1\CCC[C@]2(C)C([C@H](C)/C=C/[C@H](C)C(C)C)CC[C@@H]12 (stereo partly specified)	52
CC1(C)CC(=O)C=C(SCC(=O)Nc2ccc(Cl)cc2)S1	66
O=C(Cc1csc(Nc2ccc(OC(F)(F)F)cc2)n1)N1CCCC1	61
COc1ccc(S(=O)(=O)NCCCn2ncccc2=O)cc1F	61
CCOC(=O)c1sc(SC)nc1N	54
CC1CN(CC(=O)Nc2cccc(C(F)(F)F)c2)CC(C)O1 (stereo unspecified)	71
CC(=O)Nc1cc(C)c(C)s1	62
CSc1ccccc1C(=O)Nc1ccccc1-c1nc2ccccc2s1	55
CSC(=NC#N)N1CCN(c2ccc([N+](=O)[O-])cn2)CC1	62
CCOC(CC(=O)NNC(=S)NC)OCC	55
CCOC(=O)c1[nH]c(C)c(C(=O)OCC)c1CC	58
Cc1cc(NC(=O)CSc2ccccc2)n(-c2nc3ccccc3s2)n1	69

# Next part.
compound	RMI FANCM FP
O=C(CSc1nnnn1-c1cccc(Cl)c1)c1cc2ccccc2o1	100
Cc1cc(C)cc(C(=O)Nc2cccc(-c3cn4ccsc4n3)c2)c1	76
Cc1nc2ccccc2n1Cc1ccc(C(=O)NCc2ccccc2Cl)o1	65
COc1ccccc1/C=C\C(=O)O	58
CCS(=O)(=O)c1ccc2oc(=O)[nH]c2c1	63
COc1ccc(N2CCN(CCCNC(=O)C(=O)c3c(C)n(C)c4ccccc34)CC2)cc1	72
COc1ccccc1NS(=O)(=O)c1sc2ccc(Cl)cc2c1C	56
Cc1ccc(NC(=O)NC2(C(F)(F)F)Oc3ccccc3O2)cc1[N+](=O)[O-]	59
Oc1c(C(c2ccc(C(F)(F)F)cc2)N2CCOCC2)ccc2cccnc12 (stereo unspecified)	60
CCOc1ccc(-c2csc(-n3nc(C)cc3NC(=O)c3ccccc3[N+](=O)[O-])n2)cc1	69
COc1ccc(OC)c2sc(NC(=O)c3ccc(S(=O)(=O)N4CCCC(C)C4)cc3)nc12 (stereo unspecified)	62
Cc1cc(C(=O)Nc2nnc(-c3cc(C)nn3C)o2)on1	67
COc1ccc(CC(=O)NCCc2cc3c(C)ccc(C)c3[nH]c2=O)cc1	61
COc1ccccc1CCNC(=O)c1cc(=O)c(OCc2ccc(F)cc2)cn1C	62
CC(C)(C)c1ccc(C(=O)N2CCCC2)s1	62
Cn1c(SCC(=O)NC2CCCC2)nc2c(-c3ccccc3)c[nH]c2c1=O	95
Cn1c(=NC(=O)/C=C/c2ccc([N+](=O)[O-])s2)sc2cc(Br)ccc21	80
COc1ccc(C)c2sc(NS(=O)(=O)c3ccc(Cl)cc3)nc12	66
COc1ccccc1-n1c(CNC(=O)C23CC4CC(CC(C4)C2)C3)nnc1SCc1ccc(F)cc1	62
CS(=O)(=O)c1ccc(Nc2nc(C(=O)NC3CC3)cs2)cc1	62
O=C(O)CSC(SCC(=O)O)c1ccc2c(c1)OCO2	62
Cc1nnsc1C(=O)NCCn1ncc2c(N3CCN(Cc4ccccc4)CC3)ncnc21	64
O=C(Nc1cccnc1)C1CCN(c2ccc(-c3ccc(Cl)cc3)nn2)CC1	68
O=C(O)/C(=C/c1ccsc1)c1cc(F)cc(F)c1	49
COc1ccccc1N1CCN(C(=O)C2CCCCC2)CC1	59
COc1cc2[nH]c3c(=O)n(CC(=O)Nc4ccc(F)c(F)c4)cnc3c2cc1OC	100
